Giardia FBPA inh = inhibitors of Giardia lamblia fructose-1,6-bisphosphate aldolase; A8B2U2; purified Giardia FBPA; Potency, µM (highest dose often 59.6 µM), inactives show at the top dose activity, negative = inhibition, hits mostly inhibitors; 0.71% of 290,000 active; further: potency means the concentration at half of the fitted maximal effect; nearly all actives have a fitted effect of over 55% in size
Target sequence (A8B2U2 whole entry, looked up): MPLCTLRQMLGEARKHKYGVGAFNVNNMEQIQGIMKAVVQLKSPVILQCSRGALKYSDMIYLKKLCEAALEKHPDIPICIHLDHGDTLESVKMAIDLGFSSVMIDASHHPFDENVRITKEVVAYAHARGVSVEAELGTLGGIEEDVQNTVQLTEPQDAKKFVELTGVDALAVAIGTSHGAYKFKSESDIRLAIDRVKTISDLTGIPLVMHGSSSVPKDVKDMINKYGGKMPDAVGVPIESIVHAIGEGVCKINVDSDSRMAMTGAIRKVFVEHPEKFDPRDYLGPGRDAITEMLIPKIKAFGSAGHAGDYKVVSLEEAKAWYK
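Giardia FBPA (40 nM reagent) was preincubated 10 min at RT with compound (up to 57.5 uM final), then substrate plus GAPDH/TPI/NAD/arsenate coupling system with diaphorase/resazurin was added; resorufin fluorescence (525/598 nm) was read after 20 min.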
AmpC detergent = blocks E. coli AmpC beta-lactamase in detergent assay. AmpC hydrolysis of nitrocefin, absorbance 480 nm, 0.01% Triton. Potency, µM (highest dose often 114 µM), for inactives: at the highest dose activity change, negative = inhibition, hits mostly inhibitors. 0.041% of 370,000 active. AID 485294;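 further: potency means the concentration at half of the fitted maximal effect; 0% = no-compound wells and -100% = no-enzyme wells; nearly all actives have a fitted effect of over 25% in size; some results filed as inactive show a strong effect at the top dose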
Target sequence (P00811 whole entry, looked up): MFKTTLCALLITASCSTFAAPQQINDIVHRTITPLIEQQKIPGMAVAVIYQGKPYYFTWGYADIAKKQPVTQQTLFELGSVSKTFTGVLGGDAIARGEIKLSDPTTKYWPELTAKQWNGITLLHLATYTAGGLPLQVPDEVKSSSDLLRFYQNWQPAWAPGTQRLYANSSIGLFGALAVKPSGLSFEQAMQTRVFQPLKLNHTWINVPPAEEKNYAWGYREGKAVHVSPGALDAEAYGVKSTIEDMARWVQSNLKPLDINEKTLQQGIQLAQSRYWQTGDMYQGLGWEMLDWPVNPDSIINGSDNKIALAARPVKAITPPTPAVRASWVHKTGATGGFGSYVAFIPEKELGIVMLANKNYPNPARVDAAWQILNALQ
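AmpC (5.3 nM in the dispensed reagent) in 20 mM phosphate pH 7.0 with 0.01% (detergent screen) or 0.0001% Triton X-100 was preincubated with compounds for 15 min at room temperature. Nitrocefin was then added from an 800 uM solution, and hydrolysis was followed at 480 nm.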
HCV inh = inhibitors of hepatitis C virus infection | Huh7.5.1 HCVcc-Cre infection, luciferase reporter, 44 h | Potency, µM (doses to about 41.8 µM), for inactives: top-dose activity change, negative = inhibition, most hits filed as inhibitors | 3.4% of 340,000 active | AID 651820; further: potency means the concentration at half of the fitted maximal effect
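Whole-lifecycle infectious HCVcc-Cre system; cells 1,000/well, compound then virus (~0.5 moi) added 4 h after plating, 44 h culture. Luciferase read 15 sec following 15 min substrate incubation, room temp.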
Sm TGR inh = inhibitors of Schistosoma mansoni thioredoxin glutathione reductase; Q962Y6; purified TGR, DTNB reduction, TNB absorbance 405 nm; Potency, µM (top dose mostly 114 µM), inactives show at the highest dose activity change, negative = inhibition, most hits filed as inhibitors; 3% of 360,000 active; further: potency means the concentration at half of the fitted maximal effect; nearly all actives have a fitted effect of over 60% in size
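First, TGR (20 nM dispensed) and NADPH were mixed with compound. Second, a 15 min room-temperature incubation followed. Third, further NADPH and then DTNB were added to start the reaction. Finally, TNB absorbance was monitored kinetically.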
AmpC no deterg = inhibitors of E. coli AmpC beta-lactamase without detergent. AID 485341. AmpC nitrocefin hydrolysis, absorbance 480 nm, 0.0001% Triton. 0.52% of 330,000 active. Potency, µM (highest dose often 57.1 µM), inactives show top-dose activity change, negative = inhibition, most hits filed as inhibitors. P00811;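 further: potency means the concentration at half of the fitted maximal effect; plate controls were no compound for no effect and no enzyme for full effect; nearly all actives have a fitted effect of over 20% in size; some results filed as inactive show a strong effect at the top dose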
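20 mM phosphate pH 7.0 + 0.01% (detergent screen) or 0.0001% Triton X-100; 5.3 nM AmpC reagent; cpd preinc 15 min RT; nitrocefin (800 uM stock) to start; A480 q20 s × 4 min; Activity was normalised to no-enzyme and no-compound control wells.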
HCMV antiviral = human cytomegalovirus inhibition | HFF cells, HCMV-luciferase reporter, 72 h; active compounds read low | activity change, negative = inhibition, % at 57.5 µM | 4.5% of 410,000 active | AID 1259415; in the data active means activity change below about -60%; inconclusive means no clear call, values can overlap the other calls; inactive means above about -39%
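Luciferase read-out from HCMV-luciferase-infected HFFs (MOI 1 PFU/cell) 72 h post infection at 37C; compounds added after 16 h cell attachment; activity normalized between buffer-only basal and Salinomycin (10uM) inhibitor controls.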
An asterisk follows results filed as active; ? = inconclusive; . = no result given; [ ] = another dose, or the depositor's remark. Unless noted, the call rests on the fitted dose curve; in most records, active means well fitted curve in the direction sought with a large enough effect; inconclusive means small, poorly fitted or top-dose-only effect, or another doubt; inactive means no such curve, though single readings can be large; an effect the other way counts as inactive or inconclusive. Unless noted, on the % scale 0 is the no-effect control and ±100 the full control effect.

1. Cc1ccccc1Cn1nnc2c(=O)[nH]c(C3CCCN(C(=O)c4ccc(C(C)(C)C)cc4)C3)nc21 (stereo unspecified)
2. COc1ccc(CN(C)C(=O)c2[nH]c(C)c(C(C)=O)c2C)c(OC)c1OC
3. O=C(O)CCCC(=O)OCCCCc1cccs1
4. CCOc1ccc(NC(=O)C(C)O)c(NS(=O)(=O)c2ccc(CCNC(C)=O)cc2)c1 (stereo unspecified)
5. COc1ccc(C2CC(c3ccccc3O)=NN2C(=O)c2ccccc2)cc1OC (stereo unspecified)
6. Cc1ccc(Cn2c(C)nc3ccc([N+](=O)[O-])cc3c2=O)cc1
7. CCCCOc1ccc(C(=O)Nc2cc(-c3ccc(C)cc3)no2)cc1
8. CCN(CCO)c1ccc(-n2c(N)c(C(=O)OC)c3nc4ccccc4nc32)cc1

assay / compound | 1 | 2 | 3 | 4 | 5 | 6 | 7 | 8
Giardia FBPA inh | . | -9% | 7% | 0% | 5% | 0% | . | ?
AmpC detergent | 4% | 2% | ? | 2% | -5% | -12% | 17% | -25%
HCV inh | . | ? | -4% | 13% | -6% | -29% | . | ?
Sm TGR inh | 1% | -2% | -1% | 3% | -1% | -20% | 10% | ?
AmpC no deterg | . | 2% | -24% | -7% | 127%[activator] | -8% | . | 76%[activator]
HCMV antiviral | 9 | -20 | -22 | -34 | 12 | 53 | 6 | -12

9. Cc1cccc(OCC(=O)OC(C)CN2CCCCC2)c1 (stereo unspecified)
10. O=C(c1cc(-c2ccc(Br)cc2)n[nH]1)N1CCN(C(=O)c2ccccc2Br)CC1
11. Cc1cccc(OCC(=O)N2CCC(N3CCOCC3)CC2)c1
12. COCCCNCCOCCOc1ccc(C)cc1Br
13. COc1ccc(S(=O)(=O)NC(C)C(=O)NCc2cccnc2)cc1C (stereo unspecified)
14. Cc1ccc(C)c(N2CCN(S(=O)(=O)c3ccc4c(c3)C(C(C)C)C(=O)N4)CC2)c1 (stereo unspecified)
15. Cc1ccccc1OCC(=O)N(Cc1cccc(F)c1)C1CCS(=O)(=O)C1 (stereo unspecified)
16. Cc1ccc(/C=C/C(=O)Nc2ccncc2)o1

assay / compound | 9 | 10 | 11 | 12 | 13 | 14 | 15 | 16
Giardia FBPA inh | ? | -2% | -18% | -10% | . | . | . | -8%
AmpC detergent | 3% | 3% | -6% | ? | ? | 20% | -1% | -4%
HCV inh | -3% | ? | 10% | ? | 42%[activator] | . | 13% | 14%
Sm TGR inh | -9% | 7% | 6% | 0% | 0% | 7% | 1% | 8.9µM*
AmpC no deterg | -15% | 112%[activator] | -12% | 21% | -11% | . | 69%[activator] | -10%
HCMV antiviral | 16 | ? | -23 | 7 | -3 | -25 | -13 | -10

Two successive entries already listed, for reference:
15. Cc1ccccc1OCC(=O)N(Cc1cccc(F)c1)C1CCS(=O)(=O)C1 (stereo unspecified)
16. Cc1ccc(/C=C/C(=O)Nc2ccncc2)o1

assay / compound | 15 | 16
Giardia FBPA inh | . | -8%
AmpC detergent | -1% | -4%
HCV inh | 13% | 14%
Sm TGR inh | 1% | 8.9µM*
AmpC no deterg | 69%[activator] | -10%
HCMV antiviral | -13 | -10

More structures follow.
17. COc1ccc(CNC(=O)CSc2ncn[nH]2)cc1
18. CCNC(=S)NNC(=O)c1cc(-c2cccc(C)c2)nc2ccccc12
19. O=[N+]([O-])/C(=C\Nc1ccc(F)cc1F)S(=O)(=O)c1ccccc1
20. CCc1ccc(NC(=O)C(CC)Sc2nc3cc4c(cc3c(=O)n2Cc2ccco2)OCO4)cc1 (stereo unspecified)
21. O=C(COc1ccccc1Cl)Nc1ccc(CN2CCOCC2)cc1
22. CC1CCN(S(=O)(=O)c2ccc(S(=O)(=O)NCC3COCCO3)cc2)CC1 (stereo unspecified)
23. CC12CN3CC(C)(CN(C1)C3c1ccc3c(c1)OCO3)C2 (stereo unspecified)
24. Cc1ccc(C(=O)Nc2cccc(C(=O)N3CCN(C)CC3)c2)cc1

assay / compound | 17 | 18 | 19 | 20 | 21 | 22 | 23 | 24
Giardia FBPA inh | 3% | ? | -5% | 0% | . | 1% | 4% | 1%
AmpC detergent | -9% | 2% | ? | -6% | 5% | ? | -4% | -5%
HCV inh | 8% | -23% | -6% | ? | 13µM* | 0% | -2% | -30%
Sm TGR inh | 0% | 1% | 10µM* | -26% | -19% | -3% | . | 4%
AmpC no deterg | -26% | -49% | -16% | -6% | 30% | -2% | -23% | -32%
HCMV antiviral | -31 | 118 | 15 | ? | -12 | 5 | -9 | 64

25. CN1CCN(C(=O)/C(=C\c2cccs2)NC(=O)c2cccs2)CC1
26. COc1ccccc1/C(C)=N/NC(=O)c1nnn(-c2nonc2N)c1C(C)C
27. Cc1ccc(CCNS(=O)(=O)c2ccc3c(c2)CC(C)N3C(=O)C2CCC2)cc1 (stereo unspecified)
28. Cc1ccc(C(C)C)c(OCc2ccc(C(=O)Nc3ccc(S(N)(=O)=O)cc3C)o2)c1
29. Cc1nc(SCC(=O)Nc2ccccc2C(F)(F)F)c(C#N)c(C)c1CC(=O)c1ccc(Br)cc1
30. CC1Cc2cc(S(=O)(=O)NCCC(=O)N(C)Cc3ccccc3)ccc2N1C(=O)C1CC1 (stereo unspecified)
31. CCc1ccccc1N1C(=O)C2C3C=CC(CC3)C2C1=O (stereo unspecified)

assay / compound | 25 | 26 | 27 | 28 | 29 | 30 | 31
Giardia FBPA inh | 26% | 3% | . | . | 5% | -1% | 13%
AmpC detergent | -3% | -7% | 5% | 0% | -13% | 1% | -2%
HCV inh | 7% | ? | . | . | . | -13% | 16%
Sm TGR inh | -15% | -12% | -1% | -12% | -11% | 11% | ?
AmpC no deterg | -29% | 0% | . | . | -45% | 33% | -25%
HCMV antiviral | -22 | -37 | 1 | -18 | 39 | -23 | ?

Gathered by group: the entries above containing a furan ring, fused or not.
16. Cc1ccc(/C=C/C(=O)Nc2ccncc2)o1
20. CCc1ccc(NC(=O)C(CC)Sc2nc3cc4c(cc3c(=O)n2Cc2ccco2)OCO4)cc1 (stereo unspecified)
28. Cc1ccc(C(C)C)c(OCc2ccc(C(=O)Nc3ccc(S(N)(=O)=O)cc3C)o2)c1

assay / compound | 16 | 20 | 28
Giardia FBPA inh | -8% | 0% | .
AmpC detergent | -4% | -6% | 0%
HCV inh | 14% | ? | .
Sm TGR inh | 8.9µM* | -26% | -12%
AmpC no deterg | -10% | -6% | .
HCMV antiviral | -10 | ? | -18

Screening results: PubChem, National Center for Advancing Translational Sciences (NCATS)
